# Screens as filed in PubChem BioAssay.
# Neddyl block – cullin neddylation inhibition; TR-FRET cullin neddylation, biochemical; calls only at 25 µM; P61081+Q13564; AID 651699; 360,000 compounds, 0.58% hits; in the data active means inhibition above about 36%
# MT1-MMP act inh – MT1-MMP (human) activation inhibition | AID 651647 | GFP/RFP ratio change, % at 20 µM | HT1080 RFP-PRO-GFP cells, GFP/RFP ratio fluorescence, overnight; percent of plate control window, DMSO zero | 360,000 compounds, 0.061% hits | P50281;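 active means GFP/RFP ratio change of at least 30% with cell ATP level not reduced by more than half and red fluorescence within 50% of control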; further: strong numbers were not always called active
#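 Assay system: HT1080 cells carrying an RFP-PRO-GFP reporter | Dosing: Single dose of 20 µM compound, 1% DMSO final | Incubation: Cells overnight before dosing, compound overnight, 37 °C, 5% CO2 | Evaluation: GFP/RFP fluorescence ratio | Control set: DMSO and RFP-L50D-GFP cell wells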
# MsrA act – activators of bovine methionine sulfoxide reductase A; purified bovine MsrA, absorbance read-out; activation, % at 10.6 µM; 360,000 compounds, 0.3% hits; AID 602163; in the data active means activation above about 7.5%;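 further: 0% = vehicle and 100% = reference activator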
# Rin1 Abl inh – inhibitors of human Rin1-Abl protein interaction. P00519+Q13671. inhibition, % at 7.35 µM. 360,000 compounds, 0.4% hits. TR-FRET Rin1/Abl binding, biochemical. AID 588664; in the data active means inhibition above about 5%, passing the limit was not always enough
# SKN-1 inh – C. elegans SKN-1 inhibition. C. elegans VP596 Pgst-4::GFP/RFP ratio, acrylamide-induced, 24 h. inhibition, % at 21.8 µM. 360,000 compounds, 0.49% hits. AID 624304;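 active means interference check ratio from 0.5 to 1.5 plus GFP to RFP signal ratio inhibition reaching or exceeding a fixed threshold, cut at about 30% in these data, passing the limit was not always enough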; further: some compounds called inactive have numbers as strong as hits
# MsrA inh – bovine MsrA inhibition; purified bovine MsrA, absorbance read-out; inhibition, % at 15.5 µM; 360,000 compounds, 0.75% hits; in the data active means inhibition above about 4.5%;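 further: 0% = vehicle wells with enzyme and 100% = reference inhibitor wells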
# NRP1-CendR mod – alters CendR peptide binding to human NRP-1. O14786. inhibition, % at 25 µM. AID 602438. FAM-RPARPAR peptide binding to NRP-1, fluorescence polarization. 360,000 compounds, 0.85% hits;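 active means inhibition or corrected inhibition above about 18%, plus a signal ratio from 0.5 to 1.5, limit read from the data, passing the limit was not always enough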; further: strong numbers were not always called active
# E coli Lon inh – inhibits E. coli Lon protease | 360,000 compounds, 0.42% hits | inhibition, % at 7.94 µM | purified E. coli Lon protease, fluorescence polarization; in the data active means inhibition above about 13%, passing the limit was not always enough;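 further: 0% = enzyme with probe and DMSO and 100% = no enzyme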
# Target sequence (P0A9M0 whole entry, looked up): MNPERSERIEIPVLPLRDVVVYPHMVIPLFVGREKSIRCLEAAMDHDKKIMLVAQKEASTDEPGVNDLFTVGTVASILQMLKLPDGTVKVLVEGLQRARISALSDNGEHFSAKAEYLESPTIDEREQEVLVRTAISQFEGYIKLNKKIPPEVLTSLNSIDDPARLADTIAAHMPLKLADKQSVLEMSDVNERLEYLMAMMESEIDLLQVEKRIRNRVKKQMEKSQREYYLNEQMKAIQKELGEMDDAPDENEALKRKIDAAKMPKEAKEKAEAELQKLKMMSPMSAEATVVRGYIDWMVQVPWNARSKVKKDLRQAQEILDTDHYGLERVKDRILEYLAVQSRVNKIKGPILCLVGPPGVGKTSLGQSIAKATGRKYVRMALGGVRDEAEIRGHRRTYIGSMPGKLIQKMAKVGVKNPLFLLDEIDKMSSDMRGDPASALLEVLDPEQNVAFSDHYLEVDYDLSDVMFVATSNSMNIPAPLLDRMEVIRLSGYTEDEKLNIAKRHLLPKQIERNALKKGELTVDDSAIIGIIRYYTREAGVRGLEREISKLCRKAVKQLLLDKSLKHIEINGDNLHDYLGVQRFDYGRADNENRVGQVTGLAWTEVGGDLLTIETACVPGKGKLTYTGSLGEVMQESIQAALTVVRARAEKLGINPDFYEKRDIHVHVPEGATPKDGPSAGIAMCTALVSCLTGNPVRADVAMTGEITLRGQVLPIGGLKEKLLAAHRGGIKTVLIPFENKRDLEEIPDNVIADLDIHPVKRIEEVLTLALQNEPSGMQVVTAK
# FAS-TE inh – inhibitors of human fatty acid synthase thioesterase domain. 360,000 compounds, 0.67% hits. inhibition, % at 15 µM. P49327. recombinant FAS-TE, OMFH fluorogenic substrate, fluorescence endpoint;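 active means compounds whose normalised, plate-corrected inhibition of enzyme fluorescence in the single-dose primary screen is 50% or more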;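 further: 0% = DMSO with enzyme and 100% = substrate without enzyme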
# The depositor's hits bear a star; i = inactive; nt = no result given.
SMILES,Neddyl block,MT1-MMP act inh,MsrA act,Rin1 Abl inh,SKN-1 inh,MsrA inh,NRP1-CendR mod,E coli Lon inh,FAS-TE inh
Cc1ccc(NC(=O)CSc2nc3ccccc3nc2N2CCCC2)cc1,i,-0.5,-2.0,-4.1,6.3,1.3,-5.5,-1.0,17.3
C=CCNc1cnn(-c2ccc(C)cc2)c(=O)c1Sc1ccc(C)cc1,i,-2.5,-1.9,-1.9,5.5,-0.1,5.4,7.5,8.5
COc1ccc(NC(=O)CSc2nnc(NC(=O)C3CCC3)s2)cc1,i,3.5,-9.9,1.1,-4.5,0.6,0.1,-2.0,-4.8
O=C(c1ccco1)N1CCN(C(c2ccccc2Cl)c2nnnn2Cc2cccs2)CC1 (stereo not drawn),i,-17.4,-3.7,-0.7,1.4,0.6,10.4,6.7,3.5
CCCn1c2ccccc2c2cnn(CC(=O)NCCCOC)c(=O)c21,i,0.1,-2.2,-1.0,4.8,1.8,2.6,0.6,-5.1
CCOc1ccc(OCC)c(-c2c(=O)n(OCc3ccc(C(C)(C)C)cc3)c3ccccc3[n+]2[O-])c1,i,-9.5,1.7,-1.3,11.9,nt,-12.7,-2.4,23.4
COc1ccc(C(C)C)cc1S(=O)(=O)Nc1ccccn1,i,-0.3,-1.7,-2.8,8.1,1.5,-8.0,3.6,-5.9
CCCCCNC(=O)N[C@H](C(=O)O)C(C)C,i,2.3,-1.9,2.2,9.8,0.7,-7.7,6.2,-7.0
Cc1cccc(C)c1NC(=O)CN(C)C(=O)c1ccccc1SCC(=O)N1CCCC1,i,-4.1,-1.5,-0.9,5.5,0.9,3.7,-5.7,3.2
Cn1c(=O)c2c(nc(CN3CCN(c4ccc(F)cc4)CC3)n2Cc2ccccc2F)n(C)c1=O,i,-6.1,-14.8,-0.9,-9.3,1.6,0.0,8.7,38.1
O=C(OCC(=O)N1CCN(C(=O)c2ccco2)CC1)c1cc(-c2ccc(Cl)c(Cl)c2Cl)nc2ccccc12,i,-2.9,-0.2,-1.6,2.6,-0.5,-6.2,-4.0,18.0
COc1cccc(N2CCN(C3CC(=O)N(c4ccc(Cl)cc4)C3=O)CC2)c1 (stereo not drawn),i,3.6,0.4,1.9,-0.8,0.6,7.3,0.8,0.8
CC(=NCCN1CCNCC1)C1=C(O)CC(C)(C)CC1=O,i,-1.9,-3.7,0.4,-3.6,-1.0,0.7,-1.8,-9.5
CC(=O)c1ccc(OCCCC(=O)N(CCC2=CCCCC2)c2c(N)n(Cc3ccccc3)c(=O)[nH]c2=O)cc1,i,-4.1,6.3,-0.1,15.9,-0.1,-15.3,3.1,11.4
Cc1cccc(N2CCN(S(=O)(=O)c3ccc4c(c3)NC(=O)C(C)S4)CC2)c1C (stereo not drawn),i,1.4,-1.1,2.4,2.6,0.4,-3.7,9.4,12.7
CCC1(C)Cc2ccccc2-c2nc(NN)[nH]c(=O)c21 (stereo not drawn),i,-2.7,-11.7,-0.7,3.0,0.1,5.2,16.0,-3.2
CCOC(=O)c1ccc(N2C(=O)C3CC=CCC3C2=O)cc1 (stereo not drawn),i,-2.6,-8.1,-1.2,5.9,-1.3,-4.7,5.6,-4.3
CN(C(=O)c1ccc2c(c1)SC1=NS(=O)(=O)CCN12)C(c1ccccc1)c1ccccc1,i,0.2,-1.4,0.9,8.4,-1.3,-0.5,8.6,3.5
C=CCOc1ccc(C2C(C#N)=C(N)N(Nc3ccccc3)C3=C2C(=O)CCC3)cc1OC (stereo not drawn),nt,-1.6,-2.5,3.7,8.0,2.8,0.3,-9.5,6.8
O=C(Cn1c(NCCO)nc2ccccc21)NCC(F)(F)F,i,3.9,-5.7,-1.8,-1.1,0.8,3.8,-15.8,-5.6
COC(=O)c1ccc(NC(=O)CSc2ccc(-c3ccccn3)nn2)cc1,i,5.8,-4.0,-0.6,-1.1,-0.8,-0.7,-5.4,-3.2
O=C(NCc1n[nH]c(=S)n1-c1ccc(Br)cc1)c1ccc(S(=O)(=O)N2CCCCC2)cc1,i,2.8,2.2,-1.9,31.1,-0.6,15.9,2.1,-1.7
Cc1nn(-c2ccccc2)c(N)c1N=Nc1cccc(S(=O)(=O)N2CCOCC2)c1,i,-3.4,-1.8,-3.5,13.5,2.5,2.9,9.5,20.4
CCCNC(=O)C(Cc1ccccc1)NS(=O)(=O)c1ccc2c(c1)CCC(=O)N2 (stereo not drawn),i,-1.9,-3.5,4.2,-7.5,1.2,-1.1,-10.2,-4.3
Cc1ccc(CSC2=CS(=O)(=O)c3ccccc3N2)cc1,i,-1.2,-2.4,1.6,-0.2,-0.6,0.5,2.5,5.1

# An excerpt of these results, with each value named:
molecule: CCCNC(=O)C(Cc1ccccc1)NS(=O)(=O)c1ccc2c(c1)CCC(=O)N2 (stereo not drawn)
- Neddyl block: i
- MT1-MMP act inh: -1.9
- MsrA act: -3.5
- Rin1 Abl inh: 4.2
- SKN-1 inh: -7.5
- MsrA inh: 1.2
- NRP1-CendR mod: -1.1
- E coli Lon inh: -10.2
- FAS-TE inh: -4.3
molecule: Cc1ccc(CSC2=CS(=O)(=O)c3ccccc3N2)cc1
- Neddyl block: i
- MT1-MMP act inh: -1.2
- MsrA act: -2.4
- Rin1 Abl inh: 1.6
- SKN-1 inh: -0.2
- MsrA inh: -0.6
- NRP1-CendR mod: 0.5
- E coli Lon inh: 2.5
- FAS-TE inh: 5.1

# Continued.
SMILES,Neddyl block,MT1-MMP act inh,MsrA act,Rin1 Abl inh,SKN-1 inh,MsrA inh,NRP1-CendR mod,E coli Lon inh,FAS-TE inh
S=C(NCCCN1CCOCC1)N1CCN(c2nc(-c3ccc(Cl)cc3)cs2)CC1,i,-2.6,-1.8,-2.6,-11.4,2.0,4.0,1.3,24.3
CC1(C)CC(=O)c2cn3nc(C(F)(F)F)nc3nc2C1,i,-3.1,-1.4,1.6,14.3,-1.0,5.4,0.6,-4.4
Cc1ccc(-c2csc(NC(=O)c3ccc4c(=O)n5c(nc4c3)CCCCC5)n2)cc1,i,-0.1,-12.4,-0.5,-10.6,-0.5,5.6,-6.0,15.6
CC(C)(C)c1ccc(CC(=O)N2CCC2(C)C(=O)NS(=O)(=O)c2ccccc2C(F)(F)F)cc1 (stereo not drawn),i,-2.1,3.6,-0.1,13.3,1.2,-3.9,-4.2,-3.2
CC1=C(C(=O)OCc2ccc3c(c2)OCO3)C(c2ccccc2)NC(=O)N1 (stereo not drawn),i,-26.7,-1.0,1.6,15.3,1.9,-11.0,5.1,1.7
CC1CN(CCCCOc2ccc(C(C)C)cc2)CC(C)O1 (stereo not drawn),i,7.1,0.7,-1.4,18.4,0.0,9.4,12.2,-5.5
Cc1cccc(NC(=O)CS(=O)(=O)c2c[nH]c3ccccc23)c1C,i,-0.6,0.8,-1.2,3.8,-0.5,-5.4,-4.0,-7.8
COc1ccccc1NC(=O)N1CCN(Cc2ccc3c(c2)OCO3)CC1,i,-0.2,-1.2,0.0,-1.3,nt,-1.2,-6.2,-5.1
COc1ccc(CNC(=O)C(C)OC(=O)c2cccc(N(C)C)c2)cc1 (stereo not drawn),i,2.1,-1.0,1.6,5.6,-0.1,-2.0,3.6,0.5
Cc1cc(Br)cn2c(Cc3ccsc3)c(-c3cccc(Br)c3)nc12,i,-0.7,-2.2,nt,8.4,-0.9,-17.2,-3.7,13.8
CCn1c(=O)c(CCC(=O)N2CCOCC2)c(C)c2c(C)nn(-c3ccccc3)c21,i,-5.7,3.5,-0.4,5.7,nt,15.5,-0.3,4.2
C=C(C)C(=O)OCC(=O)NCc1ccccc1,i,-0.3,-9.0,-5.1,4.6,-0.2,15.7,7.4,-4.8
COc1ccccc1CNC(=O)CN(C)S(=O)(=O)c1ccc2c(c1)n(C)c(=O)c(=O)n2C,i,2.5,0.8,-3.3,3.1,1.6,-5.4,12.8,-2.0
O=c1[nH]c2ccccc2nc1NCCN1CCOCC1,i,1.0,-6.3,0.2,-4.5,3.2,9.1,-1.4,-4.6
O=C(CSc1nnnn1C1CCCCC1)N1c2ccccc2Sc2ccccc21,i,-3.5,-3.5,-5.2,-17.8,0.8,-11.0,4.5,29.1
O=C(CCC(=O)Nc1nnc(C2CCCCC2)s1)Nc1ccccc1,i,-3.2,-2.2,0.5,1.5,-0.1,9.0,-5.7,1.5
CN1CCN(C(=O)c2ccc(CNS(=O)(=O)c3cccc(Cl)c3)cc2)CC1,i,-3.5,-2.9,-0.3,3.2,-0.1,7.5,1.4,-6.3
O=C(c1oc2ccccc2c1N1CCCCC1)N1CCCCC1,i,-4.6,-3.9,0.9,-1.1,0.5,-1.6,-3.4,-3.8
NS(=O)(=O)c1ccc(NC(=O)C2Cc3ccccc3C(=O)O2)cc1 (stereo not drawn),i,3.0,-14.3,-2.4,12.6,-1.3,-9.8,-4.9,-11.6
O=C(O)C(c1ccccc1)N1C(=O)/C(=C\c2ccc(-c3ccc(Br)cc3)o2)SC1=S (stereo not drawn),i,-54.4,-0.2,2.2,-4.6,0.5,143.2,-97.2,29.3
CC(=O)N[C@@H](Cc1c[nH]c2ccccc12)C(=O)OCc1cc(C(F)(F)F)cc(C(F)(F)F)c1,i,1.7,-6.8,-1.2,1.2,-0.1,-0.7,2.9,27.7
O=C(Nc1ccccc1O)c1ccc2c(c1)C(=O)N(Cc1ccco1)C2=O,i,-3.9,2.9,0.9,-6.6,-1.2,-0.5,-3.8,-8.3
O=C(N/N=C\C1CC=CCC1)c1ccc(Br)o1 (stereo not drawn),i,-0.3,-3.4,-1.9,-5.8,1.5,2.1,-6.2,-6.0
Cn1ncc2c(Nc3ccccc3Cl)nc(Nc3ccccc3Cl)nc21,i,-5.6,-0.5,1.4,15.1,0.1,6.1,-1.1,23.8
COCCSc1ccccc1C(=O)N1CCC(Cc2ccccc2)CC1,i,-4.5,-1.9,-1.0,-0.8,-1.0,2.5,5.0,6.4

# More results:
SMILES,Neddyl block,MT1-MMP act inh,MsrA act,Rin1 Abl inh,SKN-1 inh,MsrA inh,NRP1-CendR mod,E coli Lon inh,FAS-TE inh
N#CC1CCN(C(=O)c2ccc3c(Cl)c4c(nc3c2)CCCC4)CC1,i,0.0,-4.1,0.0,21.8,1.1,2.1,-3.8,77.9*
CCOc1ccc(NC(=O)c2c3c(nc4ccccc24)CCC3)cc1,i,-0.2,-1.8,4.6,-4.1,1.6,7.7,-0.6,-0.4
COC(=O)Cn1c(CN2CCOCC2)nc2c1c(=O)[nH]c(=O)n2C,i,1.2,-5.2,3.7,-1.8,0.3,-1.2,-7.4,-8.5
CCCN1C(=O)C(Cc2nc3ccccc3c(=O)n2-c2ccccc2)c2cc(C)ccc21 (stereo not drawn),i,3.1,-11.8,2.6,-8.7,-0.1,1.9,4.9,1.5
CCCCCOC(=O)CSc1nnc(-c2ccccc2)c(=O)[nH]1,i,-0.5,-2.3,1.5,0.8,1.5,5.3,-15.7,-8.0
CCOC(=O)CN1C(=O)C(O)(CC(=O)c2ccc3c(c2)CCCC3)c2ccccc21 (stereo not drawn),i,0.9,-6.2,3.0,-9.3,-0.4,-8.1,2.1,-5.1
Cn1c(=O)[nH]c(=O)c2c1[nH]c(=S)n2Cc1ccc(Cl)cc1,i,3.5,-0.5,1.3,-0.3,-0.1,-4.1,6.9,-4.1
O=C(COC(=O)/C=C/c1cccc(Br)c1)NC1CCCC1,i,3.9,-0.9,2.7,-2.9,1.5,6.8,-8.5,0.6
O=C(CN1CCN(c2ncccn2)CC1)N1CCc2ccccc21,i,3.3,-1.5,4.4,-4.1,-0.7,0.1,9.0,-10.1
CC(C)C(=O)Nc1c2c(nn1-c1ccc(F)cc1)CSC2,i,0.3,-5.2,-3.3,2.5,-0.7,0.0,-1.1,-0.7
O=C(CN1CCN(c2ccccc2)CC1)Nc1ccccc1Cl,i,-1.7,-1.4,0.7,0.4,-0.6,-5.0,-7.0,20.5
Cn1c(=O)c2c(ncn2CC(=O)NCc2cccnc2)n(C)c1=O,i,4.7,2.7,1.8,-7.5,0.5,13.2,-5.4,-3.2
